Bioassay records: PubChem, National Center for Advancing Translational Sciences (NCATS)
TRHR ag: TRH receptor (human) agonism | activation, % at 2 µM | P34981 | 0.18% of 360,000 active | TRHR cells, calcium flux fluo-8, FDSS agonist mode; in the data active = activation above about 30%; note: 0% is about no effect
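TRHR-expressing cells, plated overnight in medium with 10% serum, were loaded with fluo-8 calcium dye at room temperature. After a 10 s baseline, library compound was pin-added and calcium release was recorded kinetically (ex 480/em 530) as agonist response.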
ALOX12 inh: blocks human arachidonate 12S-lipoxygenase. Potency, µM (titrated, usually from 108 µM), for inactives: at the highest dose activity change, negative = inhibition, most hits filed as inhibitors. 1.1% of 580,000 active. P18054. purified 12hLO, xylenol orange hydroperoxide absorbance; note: potency is the fitted concentration of half-maximal effect; % is set by controls: 0 for no effect and ±100 for the full control effect
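Hydroperoxide product was detected by ferrous iron/xylenol orange as the 573 to 405 nm absorbance ratio. Arachidonic acid at 40 uM (final) was turned over for 30 min at room temperature by 150 nM human 12hLO, pH 7.0 Hepes buffer, after 15 min compound preincubation.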
APE1 inh: blocks human APE1 abasic DNA cleavage | AID 2517 | P27695 | recombinant APE1, TAMRA/BHQ-2 abasic DNA cleavage fluorescence | Potency, µM (titrated, usually from 65.8 µM), without a hit: top-dose activity change, negative = inhibition, hits mostly inhibitors | 0.35% of 350,000 active;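 note: potency is the fitted concentration of half-maximal effect; plate controls were vehicle for no effect and reference inhibitor for full effect; nearly all actives have a fitted effect of over 55% in size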
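Activity was derived from the fluorescence gain between first and third kinetic reads (60 s intervals, ex 525/em 598 nm) after 50 nM THF-abasic TAMRA/BHQ-2 duplex was added to 0.75 nM APE1 preincubated 15 min with compound.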
BLM helicase inh: inhibitors of human Bloom syndrome helicase BLM; P54132; recombinant BLM DNA unwinding, fluorescence dequenching; Potency, µM (top dose mostly 56.1 µM), inactives show top-dose activity change, negative = inhibition, usual class: inhibitors; 0.2% of 350,000 active; AID 2528;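 note: potency is the fitted concentration of half-maximal effect; plate controls were vehicle for no effect and no enzyme for full effect; nearly all actives have a fitted effect of over 35% in size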
ERG-DNA inh: ERG Ets/DNA interaction inhibition. fluorescence polarization, His-ERG Ets domain / labelled DNA. 0.028% of 370,000 active. P11308. Potency, µM (top dose mostly 76.9 µM), without a hit: at the top dose FP activity, negative = inhibition, most hits filed as inhibitors; active = well fitted inhibition curve with a large enough effect in the polarisation, with a control signal flat; inconclusive = small, poorly fitted or top-dose-only effect, or effect the other way, or a change in a side signal; inactive = no such curve, though single readings can be large or run the other way; the % refers to the polarisation;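 note: polarization taken with two DNA probes labelled with fluorescein and Texas red; potency is the fitted concentration of half-maximal effect; % of control where 0% means no effect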
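His-tagged ERG Ets domain (1 uM in the protein solution; 300mM KCl, 50mM Tris-HCl, 1mM EDTA, 1mM DTT, pH 7.5) received compound, then a probe mix of 5 nM fluorescein-DNA and 100nM Texas-615-DNA. Fluorescence polarization was read for both dyes.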
Apoferritin bind: candidate novel general anesthetic via apoferritin binding; P02791; apoferritin/1-aminoanthracene competitive binding, fluorescence; Potency, µM (titrated, usually from 77.5 µM), for the others: top-dose activity change, negative = displacement, actives largely listed as inhibitors; 0.074% of 350,000 active; note: potency is the fitted concentration of half-maximal effect; % is set by controls: 0 for no effect and ±100 for the full control effect; nearly all actives have a fitted effect of over 20% in size
Target sequence (P02791 2-175 limits assumed): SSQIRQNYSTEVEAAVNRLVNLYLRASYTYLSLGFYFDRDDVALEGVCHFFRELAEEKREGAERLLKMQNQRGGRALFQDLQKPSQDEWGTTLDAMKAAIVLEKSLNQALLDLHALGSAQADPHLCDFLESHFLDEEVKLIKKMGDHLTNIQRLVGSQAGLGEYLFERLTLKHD
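Steps: apoferritin (10 uM) was premixed with half-saturated 1-AMA in PBS, compounds were pin-transferred, plates stood 10 min at room temperature, fluorescence was read at 380/535 nm, and curves were fitted with a Hill equation.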
Pol beta inh: inhibitors of human DNA polymerase beta | Potency, µM (top dose mostly 114 µM), for inactives: at the top dose activity change, negative = inhibition, actives largely listed as inhibitors | Pol beta primer extension/strand displacement, fluorescence kinetic | 1.3% of 340,000 active | P06746 | AID 485314; note: potency is the fitted concentration of half-maximal effect; % is set by controls: 0 for no effect and ±100 for the full control effect
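Pol beta (10 nM) and compounds were preincubated 15 min at room temperature, then 50 nM substrate (final) started primer extension/strand displacement. Reads were taken at 0 and 10 min; concentration-response data were fitted to a four-parameter Hill equation.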
POLK inh: inhibitors of human DNA polymerase kappa; 0.53% of 400,000 active; Potency, µM (doses to about 107 µM), for the others: at the highest dose activity, negative = inhibition, actives largely listed as inhibitors; AID 588579; purified Pol kappa, fluorescent DNA synthesis assay, 10 min; Q9UBT6; note: potency is the fitted concentration of half-maximal effect; % is set by controls: 0 for no effect and ±100 for the full control effect
Target sequence (Q9UBT6 whole entry, looked up): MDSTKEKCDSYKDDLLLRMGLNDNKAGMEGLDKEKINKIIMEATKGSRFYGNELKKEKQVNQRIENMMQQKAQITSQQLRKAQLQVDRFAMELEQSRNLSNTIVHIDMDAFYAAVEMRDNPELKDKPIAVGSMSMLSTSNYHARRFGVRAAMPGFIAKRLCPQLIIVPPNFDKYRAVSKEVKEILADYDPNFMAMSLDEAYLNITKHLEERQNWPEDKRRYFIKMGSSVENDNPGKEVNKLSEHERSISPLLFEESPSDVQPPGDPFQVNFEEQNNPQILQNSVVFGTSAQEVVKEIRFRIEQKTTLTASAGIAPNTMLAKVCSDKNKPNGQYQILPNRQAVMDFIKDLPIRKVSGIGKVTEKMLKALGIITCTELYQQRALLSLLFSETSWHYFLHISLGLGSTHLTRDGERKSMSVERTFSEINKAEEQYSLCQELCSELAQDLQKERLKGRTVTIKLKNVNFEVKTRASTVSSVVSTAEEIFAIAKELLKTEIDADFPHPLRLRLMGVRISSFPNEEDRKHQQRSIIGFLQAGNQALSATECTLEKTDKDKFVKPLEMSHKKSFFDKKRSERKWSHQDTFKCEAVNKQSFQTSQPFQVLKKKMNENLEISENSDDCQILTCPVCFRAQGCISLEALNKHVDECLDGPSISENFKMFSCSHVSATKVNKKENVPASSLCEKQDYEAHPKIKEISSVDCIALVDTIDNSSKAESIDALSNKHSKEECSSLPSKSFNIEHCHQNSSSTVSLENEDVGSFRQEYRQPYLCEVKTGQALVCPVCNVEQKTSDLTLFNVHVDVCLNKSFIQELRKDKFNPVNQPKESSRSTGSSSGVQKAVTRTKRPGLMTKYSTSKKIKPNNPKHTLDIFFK
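10 nM Pol kappa preincubated 15 min at room temperature with compounds, then reaction started with substrate at 50 nM final. Fluorescence read kinetically at 0 and 10 min; buffer-only wells served as negative control.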
POLI inh: blocks human DNA polymerase iota activity. Potency, µM (series often up to 115 µM), for inactives: top-dose activity, negative = inhibition, usual class: inhibitors. AID 588590. Pol iota fluorescent replication assay, 10 min. 1% of 390,000 active; note: potency is the fitted concentration of half-maximal effect
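Fluorescent replication assay read twice, at 0 min and 10 min after adding 50 nM (final) substrate. Enzyme (10 nM) and compounds were first incubated 15 min at room temperature; enzyme-free buffer wells were negative controls.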
Numbers without * were called inactive; ? = inconclusive; nt = no result given; & = joins results of further samples; [ ] = remark or other dose. Unless noted, calls come from the whole dose curve; as a rule, active = well fitted curve in the direction sought with a large enough effect; inconclusive = small, poorly fitted or top-dose-only effect, or another doubt; inactive = no such curve, though single readings can be large; an effect the other way counts as inactive or inconclusive. A portion of the library, so the mix of outcomes need not match the whole.

SMILES | TRHR ag | ALOX12 inh | APE1 inh | BLM helicase inh | ERG-DNA inh | Apoferritin bind | Pol beta inh | POLK inh | POLI inh
CC(NC(=O)C1CCN(S(=O)(=O)N2CCC3(CC2)OCCO3)CC1)c1ccccc1 (stereo not drawn) | 0.4 | -2.8% | 4.5% | -12.1% | -3.4% | -2.6% | -16.2% | -13.6% | -9.1%
O=C(CCNC(=O)c1ccc(Cl)cc1)Nc1ccc(S(=O)(=O)N2CCOCC2)cc1 | -0.1 | 241.8%[activator] | 2.9% | nt | -2.9% | nt | nt | -6.9% | -15.3%
O=C(O)C(Cc1ccccc1)N1C(=O)/C(=C/C=C/c2ccco2)SC1=S (stereo not drawn) | 1.0 | 5.62µM* | 1.58µM* | 22.4µM* | 106.6%[activator] | -8.9% | 1.58µM* | 3.16µM* | 1.12µM*
CCN(c1ccccc1)S(=O)(=O)c1cc2c(cc1C)N(C)CCO2 | -1.1 | 394.2%[activator] | 5.7% | -3.5% | -12.6% | -19.8% | 30.1% | -5.0% | 5.1%
CCCCn1c(N)c(N(CCOC)C(=O)c2ccco2)c(=O)[nH]c1=O | 0.2 | -4.7% | 0.6% | nt | 2.6% | nt | nt | 1.7% | 27.9%
O=C(Nc1nnc(CC(=O)N2CCOCC2)s1)c1cccs1 | 0.7 | 0.0% | 6.5% | -0.2% | -2.0% | 0.8% | 0.7% | 4.6% | 9.4%
COC(=O)c1ccc(OC)c(OC2CCCC2)c1 | -0.2 | 370.1%[activator] | -3.4% | -2.4% | -1.2% | -8.9% | -1.8% | -5.3% | 1.0%
CC(C)C(=O)c1cn(CC(=O)NCc2ccc3c(c2)OCO3)c2ccccc12 | -0.2 | -16.7% | 9.8% | 3.0% | 2.1% | -4.8% | -12.9% | -5.7% | ?
Cc1ccc(N(CC(=O)Nc2cccc(C)c2)S(=O)(=O)c2cccc3nonc23)cc1 | -0.5 | -10.8% | ? | 5.7% | -1.9% | ? | -29.1% | -9.0% | -5.8%
N#C/C(=C(/O)CSc1ccccn1)c1nc2ccccc2s1 | 1.4 | -14.0% | -2.2% | 2.1% | 2.3% | -14.3% | 3.3% | 3.0% | 11.8%
CC(Oc1ccccc1)C(=O)OCc1cc(=O)n2nc(C(C)C)sc2n1 (stereo not drawn) | 0.5 | -17.6% | nt | 0.5% | -14.2% | -1.0% | -6.4% | 0.0% | 7.1%
COc1cc(C)ccc1OCCCOc1ccccc1Cl | -0.1 | 2.0% | -2.5% | -5.6% | 3.3% | -14.8% | 41.7% | -18.4% | 8.2%
Nc1n[nH]c(CCCO)n1 | 0.5 | -14.4% | 1.6% | 1.2% | 0.4% | -4.6% | 6.3% | -12.1% | 17.0%
CC(C)(C)OC(=O)NCCCCCc1nnc(SCc2ccc(F)cc2)o1 | -1.2 | 0.5% | 19.5% | -4.2% | 3.9% | -17.7% | 33.5%[activator] | -5.1% | 53.2%[activator]
COC(=O)CN1C(=S)N(Cc2ccccc2)C(=O)C1CC(=O)Nc1ccc(OC)cc1 (stereo not drawn) | 4.0 | -19.6% | -4.6% | -7.3% | 1.5% | -13.9% | -2.3% | -4.4% | 8.4%
CCNc1ncc2nc(-c3cc(F)cc(F)c3)c(=O)n(C[C@H]3CCCO3)c2n1 | nt | 11.9% | 0.8% | -2.1% | nt | nt | nt | 3.9%[60.1 µM] | nt
CCC(C)(C(=O)NC1CCCC1)N(C(=O)c1cnccn1)c1ccccc1 (stereo not drawn) | 0.5 | 10.9%[57.4 µM] | 0.1% | -1.1% | 23.5% | 0.2% | 7.1% | 13.6% | 51.6%[activator]
Oc1ccc2ccccc2c1CNc1ccccc1 | nt | ? | nt | nt | 6.2% | nt | nt | -9.1% | ?
COc1ccc(C)cc1NC(=O)CCN1CCN(C/C=C/c2ccccc2)CC1 | -0.4 | ? | 13.0% | -2.0% | 3.3% | -11.6% | 7.6% | 0.3% | 13.4%
Cc1cc(Cl)nc(Cl)c1C(=O)NCCc1ccccc1 | 0.3 | -9.6% | 17.3% | nt | 5.8% | nt | nt | 4.5% | 33.6%
CN(C)CCNC(=O)Cn1nc(C(F)F)cc1C1CC1 | -0.8 | 22.7% | -2.7% | 0.5% | -1.1% | 5.4% | -5.8% | -10.5% | -17.5%[58.9 µM]
CCC(CO)Oc1cc(NCc2ccccc2F)c2ncn(C(C)C)c2c1 (stereo not drawn) | -0.1 | 4.0% | 8.2% | nt | -17.7% | nt | nt | -25.0% | ?
Cc1cc(O)cc(O)c1C(=O)O | nt | nt | 24.6% | -14.5% | nt | 0.8% | nt | -9.7%[60.1 µM] | nt
CCc1nc(SCC(=O)N2c3ccccc3CC2C)c2c(C)c(C)sc2n1 (stereo not drawn) | 0.6 | 5.9%[57.4 µM] | 7.7% | -5.6% | nt | -10.1% | -12.0% | 3.6% | 33.0%[activator]

Some entries already given, showing only ALOX12 inh, POLI inh and BLM helicase inh:
Compound | ALOX12 inh | POLI inh | BLM helicase inh
Cc1cc(Cl)nc(Cl)c1C(=O)NCCc1ccccc1 | -9.6% | 33.6% | nt
CN(C)CCNC(=O)Cn1nc(C(F)F)cc1C1CC1 | 22.7% | -17.5%[58.9 µM] | 0.5%
CCC(CO)Oc1cc(NCc2ccccc2F)c2ncn(C(C)C)c2c1 (stereo not drawn) | 4.0% | ? | nt
Cc1cc(O)cc(O)c1C(=O)O | nt | nt | -14.5%

Further results.
SMILES | TRHR ag | ALOX12 inh | APE1 inh | BLM helicase inh | ERG-DNA inh | Apoferritin bind | Pol beta inh | POLK inh | POLI inh
NC(N)=N/N=C/c1ccc(OCc2ccccc2)c(OCc2ccccc2)c1 | 0.8 | ? | 5.8% | 51.3%[activator] | 8.2% | -9.1% | 79.4µM* | -14.7% | 36.6%[activator]
COc1ccc(OC)c(S(=O)(=O)Nc2ccc3oc(C)c(C(C)=O)c3c2)c1 | -0.2 | -7.9% | 22.6% | -3.7% | -3.1% | -5.5% | -10.5% | -13.7% | 80.2%[activator]
COc1ccc(C(=O)NNc2ccccc2)cc1 | 0.2 | -11.7% | 17.4% | 2.0% | -0.9% | -0.4% | -0.9% | -4.1% | 5.7%
COc1ccccc1S(=O)(=O)c1ccccc1[N+](=O)[O-] | 0.4 | -12.0% | -7.7% | 2.2% | -16.5% | -6.2% | -6.9% | -9.1% | 26.8%
CC1=C(C(N)=O)C(c2ccc(C(C)C)cc2)n2nc(SCc3ccccc3F)nc2N1 (stereo not drawn) | 1.0 | -8.2%&0.0% | nt | -0.1% | -9.5% | -8.4% | 12.5% | 0.8% | 6.3%
O=C(NC1CCCCC1)C12CC3CC(C1)CC(n1cncn1)(C3)C2 | 1.2 | 0.0% | 0.0% | 4.4% | -3.8% | -5.8% | 13.1% | -9.1% | 10.4%
COc1ccc(CCNC(=O)C(=O)c2c[nH]c3ccccc23)cc1 | nt | 2.2% | -5.2% | nt | nt | -16.5% | nt | 6.6%[19.4 µM] | nt
CCCCN1C2=NC(c3ccccc3)CN2c2ccccc21 (stereo not drawn) | nt | ? | nt | nt | 0.5% | nt | nt | 2.4% | 37.7%[activator]
COC(=O)c1ccc(Cn2cnc3ccccc3c2=O)cc1 | 1.1 | -10.3% | 9.0% | 1.3% | 0.7% | -2.9% | 1.3% | -6.5% | 33.5%[activator]
CC1CCN(C(=O)CN2C(=O)COc3ccc(Cl)cc32)CC1 | 0.7 | ? | 12.3% | -2.4% | 2.7% | 0.8% | 10.9% | -9.3% | -0.7%
CCCCOc1ccc(Cn2c(=O)sc3ccccc32)cc1OC | 0.6 | 1.6% | nt | -10.7% | -1.2% | 66.2%[activator] | 14.0% | -14.5% | -9.1%
Cc1cccc(NC(=O)/C=C/c2cccs2)n1 | nt | 0.0% | 0.9% | -0.6% | 1.1% | -18.3% | 50.1µM* | ? | -7.2%
CC(C)c1ccc(CNC(=O)C(=O)NCCCn2ccnc2)cc1 | 0.1 | -1.7% | -1.0% | 3.6% | 0.6% | -23.0% | -5.7% | 3.2% | 101.5%[activator]
O=c1[nH]cnc2scc(-c3ccc(Br)cc3)c12 | 0.0 | -6.7% | 8.6% | -5.3% | 5.3% | 3.3% | -16.6% | -5.8% | ?
Cc1ccc(C)c(NC(=S)/C(=C(\[O-])c2ccc(Cl)s2)[n+]2ccccc2)c1 | -1.3 | 9.6% | 19.0% | 1.5% | 5.2% | -21.5% | 16.7% | -3.3% | 69.9%[activator]
CCc1ccc(CNC(=O)C(=O)NCCc2ccc(OC)c(OC)c2)cc1 | nt | ? | nt | nt | 3.1% | nt | nt | 6.8% | 1.3%
CCOc1ccc(S(=O)(=O)Oc2ccc3ccccc3c2)cc1 | 0.3 | 5.7% | 3.1% | -12.3% | -0.8% | 65.1%[activator] | 0.2% | -4.0% | 0.6%
COc1cc(/C=N/N=C(N)N)ccc1OCc1ccccc1Cl | -1.0 | ? | 3.2% | 17.4% | 3.1% | ? | -19.8% | -2.6%[60.1 µM] | 32.7%[activator]
Cc1ccc(/C=C/c2nc3ccccc3[nH]2)cc1 | -1.3 | 5.0% | nt | -5.1% | 0.0% | 3.9% | -1.5% | -14.2%[60.1 µM] | 20.9%
Cc1ccccc1NC(=O)COC(=O)c1n[nH]c(=O)c2ccccc12 | -0.7 | -4.5%&-0.2% | -10.5% | nt | 11.8% | nt | nt | -8.8% | 2.6%

A section from further up, as a working copy:
SMILES | TRHR ag | ALOX12 inh | APE1 inh | BLM helicase inh | ERG-DNA inh | Apoferritin bind | Pol beta inh | POLK inh | POLI inh
CN(C)CCNC(=O)Cn1nc(C(F)F)cc1C1CC1 | -0.8 | 22.7% | -2.7% | 0.5% | -1.1% | 5.4% | -5.8% | -10.5% | -17.5%[58.9 µM]
CCC(CO)Oc1cc(NCc2ccccc2F)c2ncn(C(C)C)c2c1 (stereo not drawn) | -0.1 | 4.0% | 8.2% | nt | -17.7% | nt | nt | -25.0% | ?
